# Screening data: PubChem BioAssay, Sanford-Burnham Center for Chemical Genomics
# Gli-Sufu block: Gli-Sufu pathway antagonism; Sufu-KO-LIGHT fibroblasts, Gli luciferase reporter luminescence; inhibition, % at 5 µM; 340,000 tested, 0.74% active;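 active = inhibition above about 55%, limit read from the data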;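 note: 0% = DMSO-treated cells and 100% = wells with medium but no cells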
# EBI2 block: antagonists of human EBI2 receptor; P32249; EBI2 beta-arrestin recruitment, luminescence, 7a,25-OHC stimulated; inhibition, % at 5 µM; 360,000 tested, 0.81% active; AID 651636; in the data active = inhibition above about 38%;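 note: enzyme fragment complementation signal reports receptor beta-arrestin coupling in cells; 0% = agonist plus DMSO wells and 100% = wells without agonist; some results beyond the cut were filed as inactive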
# ATG4B inh: blocks human ATG4B protease cleavage of LC3 substrate | 340,000 tested, 0.51% active | Q9Y4P1 | AID 504462 | ATG4B cleavage of LC3-PLA2, NBD-HPC fluorescence, 1 h | inhibition, % at 8.33 µM; in the data active = inhibition above about 40%
# Target sequence (Q9Y4P1 whole entry, looked up): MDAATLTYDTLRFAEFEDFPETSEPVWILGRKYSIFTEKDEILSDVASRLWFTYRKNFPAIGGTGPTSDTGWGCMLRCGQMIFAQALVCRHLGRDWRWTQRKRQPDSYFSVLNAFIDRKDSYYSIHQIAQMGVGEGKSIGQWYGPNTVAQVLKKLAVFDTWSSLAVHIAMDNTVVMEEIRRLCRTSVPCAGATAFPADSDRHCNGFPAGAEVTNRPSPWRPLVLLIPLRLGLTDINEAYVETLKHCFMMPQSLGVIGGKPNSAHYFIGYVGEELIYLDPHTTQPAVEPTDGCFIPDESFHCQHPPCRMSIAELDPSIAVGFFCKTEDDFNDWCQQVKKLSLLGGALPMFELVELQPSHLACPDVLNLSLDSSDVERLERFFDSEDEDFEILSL
# UBC13 inh: human UBC13 polyubiquitination inhibition | 330,000 tested, 0.47% active | AID 485273 | P61088 | UBC13 polyubiquitin chain formation, TR-FRET | inhibition, % at 20 µM; in the data active = inhibition above about 45%, passing the limit was not always enough
# Target sequence (P61088 whole entry, looked up): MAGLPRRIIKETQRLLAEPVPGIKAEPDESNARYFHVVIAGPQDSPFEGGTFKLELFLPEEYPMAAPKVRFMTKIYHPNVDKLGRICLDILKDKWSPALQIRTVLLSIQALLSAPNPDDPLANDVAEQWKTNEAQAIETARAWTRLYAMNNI
# APJ agonist: APJ receptor agonism; P35414; CHO-K1 APJ PathHunter beta-arrestin, luminescence; 0% DMSO wells, 100% apelin; activation, % at 20 µM; 330,000 tested, 0.11% active; AID 2520;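 active = activation more than six SD over the plate average, tested at 20 µM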;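 note: 0% = DMSO alone and 100% = apelin-13 at 10 nM; some results filed as inactive read as strong as hits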
#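 Test system – PathHunter CHO-K1 APJ (AGTRL-1) beta-arrestin reporter cells · Input – 1000 cells/well · Compound – single test compound dose, 20 µM final, 1% DMSO · Times – compound stimulation 90 min at 25 °C, detection 60 min · Technique – beta-gal luminescence · Read-out basis – APJ–arrestin association signal · Control set – negative DMSO alone, positive Apelin-13 at 10 nM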
# CCR6 antagonist: antagonists of human CCR6 receptor. P51684. CHO-K1 CCR6 PathHunter beta-arrestin, luminescence, CCL20-stimulated. inhibition, % at 20 µM. 340,000 tested, 0.49% active. AID 493098;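 active = compounds whose inhibition of the agonist-driven luminescence signal at 20 µM reaches about 50%, limit read from the data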;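 note: cells stimulated with CCL20 at 14 nM final; plate controls were DMSO with CCL20 for no effect and DMSO without agonist for full effect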
# Target sequence (P51684 whole entry, looked up): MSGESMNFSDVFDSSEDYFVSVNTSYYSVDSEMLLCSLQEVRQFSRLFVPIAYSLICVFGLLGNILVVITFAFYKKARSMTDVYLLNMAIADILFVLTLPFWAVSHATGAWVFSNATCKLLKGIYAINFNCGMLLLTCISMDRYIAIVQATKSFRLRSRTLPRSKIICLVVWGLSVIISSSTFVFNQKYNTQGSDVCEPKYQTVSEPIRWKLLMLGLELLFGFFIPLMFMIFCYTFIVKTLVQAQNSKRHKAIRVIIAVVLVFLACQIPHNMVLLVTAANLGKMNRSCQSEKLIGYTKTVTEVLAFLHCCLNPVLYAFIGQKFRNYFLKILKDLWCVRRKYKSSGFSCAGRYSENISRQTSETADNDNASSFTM
# APJ antagonist: blocks the human apelin receptor APJ; P35414; CHO-K1 APJ beta-arrestin complementation, luminescence; inhibition, % at 20 µM; 330,000 tested, 0.32% active; AID 2521;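 active = inhibition above about 40% at 20 µM, limit read from the data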;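 note: cells challenged with 10 nM apelin-13 agonist together with compound; plate controls were apelin-13 plus DMSO wells for no effect and DMSO wells lacking apelin-13 for full effect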
# CXCR6 block: inhibitors of human CXCR6 receptor; O00574; CHO-K1 PathHunter CXCR6 beta-arrestin, luminescence; inhibition, % at 20 µM; 360,000 tested, 0.36% active; in the data active = inhibition above about 34%, passing the limit was not always enough;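 note: antagonist mode with CXCL16 agonist at 10 nM final; 0% = 10 nM CXCL16 with DMSO and 100% = unstimulated wells without agonist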
# * hit, by the source's call; x = not tested or not shown.
smiles | Gli-Sufu block | EBI2 block | ATG4B inh | UBC13 inh | APJ agonist | CCR6 antagonist | APJ antagonist | CXCR6 block
O=C(Nc1nnc(Cc2ccccc2)s1)c1ccccc1 | -52 | -7 | 4 | 4 | -4 | 2 | 5 | -8
CC(C)CN(C(=O)COC(=O)CCCc1nc2ccccc2s1)c1c(N)n(Cc2ccccc2)c(=O)[nH]c1=O | -5 | -5 | -3 | -4 | 5 | 15 | -32 | -11
CN1CCN(c2ccc(NC(=O)c3ccc4c(c3)OCCO4)cc2)CC1 | -52 | -14 | -5 | 6 | -9 | -6 | 25 | 4
Cc1nccn1Cc1ccccc1 | 22 | -6 | 3 | 9 | -2 | -5 | 5 | 0
Cc1ccccc1C(=O)c1cccn1CC(=O)NCCCN1CC(C)CC(C)C1 (centres undefined) | 11 | 6 | 2 | 6 | -3 | 13 | -27 | 7
CCCCN1C(=O)CCC(C(=O)O)C1c1ccc(OC)cc1 (centres undefined) | -2 | 3 | -2 | 13 | -1 | -3 | 3 | 5
C=CCn1c(=S)[nH]c2ccc(Br)cc2c1=O | 5 | 0 | -6 | -4 | -6 | 13 | 10 | -9
CCN(CC(=O)NCc1ccc(Cl)cc1)C(=O)c1cc(S(=O)(=O)NCc2ccccc2)ccc1C | 7 | 5 | -1 | 2 | 1 | 4 | -5 | -5
O=C(CCC(=O)Nc1ccccc1)NNC(=O)COc1ccccc1 | 2 | -6 | -2 | -4 | -2 | 4 | -12 | 1
O=c1c(C(c2ccccc2)c2c(O)nc3n(c2=O)CCS3)c(O)nc2n1CCS2 | 18 | -12 | 2 | -5 | -2 | -12 | 14 | 0
COc1ccc(Cc2nnc(SCC(=O)c3cccc([N+](=O)[O-])c3)n2C)cc1 | -6 | 0 | -3 | 4 | -2 | -1 | 3 | 4
CCC(=O)NCc1ccc(-c2nc3ncccc3o2)cc1 | -3 | -8 | -2 | -2 | -1 | 20 | 10 | 2

# Other records follow.
smiles | Gli-Sufu block | EBI2 block | ATG4B inh | UBC13 inh | APJ agonist | CCR6 antagonist | APJ antagonist | CXCR6 block
CC(=O)c1cccc(NC(=O)CN(C2CCCCC2)S(C)(=O)=O)c1 | 14 | 0 | 6 | 1 | 3 | -5 | -3 | -8
O=C(CSc1nnc(-c2ccncc2)o1)Nc1ccccc1C(F)(F)F | -1 | 2 | 5 | -4 | 4 | 10 | -3 | -11
Cc1ccc(N(CC(O)CN2CCCCC2)S(=O)(=O)c2ccccc2)cc1 (centres undefined) | 25 | 6 | 1 | -1 | 2 | 10 | 12 | -1
S=C(c1ccc(-c2ccc(Br)cc2)o1)N1CCOCC1 | -70 | 29 | -9 | -1 | 1 | 19 | 12 | 3
Cc1ccc(OCCC(=O)OCC(=O)NC(=O)NC2CCCC2)cc1 | -3 | 11 | 5 | -1 | 2 | -6 | 2 | 3
CC(C)COc1ccc(C(=O)N(Cc2ccco2)C2CCS(=O)(=O)C2)cc1 (centres undefined) | -2 | 3 | -7 | 4 | -3 | 12 | 10 | 5
Cc1nn(-c2ccc(N3CCOCC3)nn2)c(C)c1CCC(=O)NCc1ccc(F)cc1 | -3 | 3 | 1 | -8 | 1 | 2 | -11 | 4
COC(=O)CNC(=O)c1ccccc1C | -2 | -2 | -8 | 8 | -3 | -9 | 11 | 3
COc1ccccc1/C=N/n1c(N)c(S(=O)(=O)c2cccs2)c2nc3ccccc3nc21 | -12 | 11 | 7 | -11 | -3 | -16 | -10 | 1
Cc1ccc(S(=O)(=O)N2CCCC2C(=O)Nc2nc3c(s2)CCCC3)cc1 (centres undefined) | -1 | 12 | -5 | 8 | -3 | -11 | -3 | -7
Cc1cccn2c(=O)c3cc(C(=O)NCC4CCCO4)c(=N)n(Cc4ccc(F)cc4)c3nc12 (centres undefined) | 26 | -3 | -3 | 9 | -6 | 11 | 0 | 16
O=C(CSc1nnc(-c2ccc(Cl)cc2)o1)NNC(=O)c1ccncc1 | -26 | -1 | 10 | -5 | -4 | -9 | -4 | -2

# Rewritten with values under each structure: entries from further up.
# Results follow in this order: Gli-Sufu block	EBI2 block	ATG4B inh	UBC13 inh	APJ agonist	CCR6 antagonist	APJ antagonist	CXCR6 block
> Cc1ccc(N(CC(O)CN2CCCCC2)S(=O)(=O)c2ccccc2)cc1 (centres undefined)
  25	6	1	-1	2	10	12	-1
> O=C(CSc1nnc(-c2ccc(Cl)cc2)o1)NNC(=O)c1ccncc1
  -26	-1	10	-5	-4	-9	-4	-2
> CC(C)CN(C(=O)COC(=O)CCCc1nc2ccccc2s1)c1c(N)n(Cc2ccccc2)c(=O)[nH]c1=O
  -5	-5	-3	-4	5	15	-32	-11

# Going on with the list.
smiles | Gli-Sufu block | EBI2 block | ATG4B inh | UBC13 inh | APJ agonist | CCR6 antagonist | APJ antagonist | CXCR6 block
COc1ccccc1CN1CCN(Cc2ccc3ccccc3c2)CC1 | 10 | -6 | -4 | 12 | -4 | 16 | 3 | 10
CC(c1ccccc1)N1CC(C(=O)N2CCN(c3ccc(F)cc3)CC2)CC1=O (centres undefined) | 7 | 1 | -1 | 4 | -5 | -3 | -6 | -7
Cc1ccc(C)c(Nc2nc(N)c3ccccc3n2)c1 | -9 | -12 | -5 | 9 | -2 | -13 | 22 | 2
FC(F)Sc1ccc(NC(=S)N2CCN(c3ccccn3)CC2)cc1 | 6 | -7 | -3 | 3 | 4 | -29 | 4 | -6
CCOC(=O)Cn1c(=O)oc2cc(S(=O)(=O)N(C)Cc3ccccc3)ccc21 | -3 | -1 | -13 | -13 | 1 | 1 | 11 | -7
Cc1c(/C=C/C(=O)c2ccccc2)cnn1C | -11 | 0 | -2 | -8 | 5 | -7 | 8 | -7
COc1ccc(-c2noc(CN(C)Cc3ccccc3)n2)cc1 | -3 | 11 | 5 | 1 | 1 | 7 | -4 | 2
CCOC(=O)c1c(C)[nH]c(C(=O)CSc2nc3ccccc3o2)c1C | -9 | -4 | 3 | 5 | -1 | 1 | -4 | 7
Cc1ccc(C)c(N2CCN(CC3CC=CCC3)CC2)c1 (centres undefined) | 5 | 6 | 5 | 6 | -7 | 19 | 6 | -12
COc1ccc(OC)c(CNC(=O)C2CCC(=O)N2C(C)C)c1 (centres undefined) | 4 | 1 | -9 | 3 | -4 | 10 | -16 | 2
Cc1ccc(C2CC(=O)N(c3ccc(F)cc3)C3=C2C(=O)CCC3)cc1 (centres undefined) | 8 | 0 | -12 | -5 | 1 | -2 | 7 | -5
O=C(C1CCCN(S(=O)(=O)c2cnc[nH]2)C1)N(CCc1ccccc1)Cc1ccccc1 (centres undefined) | 18 | 1 | -6 | 10 | -2 | -5 | -4 | -1

# (more compounds)
smiles | Gli-Sufu block | EBI2 block | ATG4B inh | UBC13 inh | APJ agonist | CCR6 antagonist | APJ antagonist | CXCR6 block
COC(=O)/C=C1\N/C(=N\c2nc(C)cc(C)n2)N(c2ccc(Cl)cc2)C1=O | 4 | 10 | -3 | -6 | 0 | -1 | 3 | 8
Cc1cccc(N2CCN(C(=O)C3CCN(S(=O)(=O)N4CCOCC4)CC3)CC2)c1C | 17 | 2 | -9 | -6 | -1 | 13 | 11 | 5
COc1cccc(C(=O)NN2c3ccccc3CCc3ccccc32)c1 | 5 | 17 | 5 | x | x | -4 | x | -2
O=C(O)CCCCCNc1nc(=S)[nH]c2ccccc12 | 2 | -4 | -11 | -2 | 3 | -4 | 1 | -3
O=C(CSc1ncn[nH]1)c1ccco1 | -15 | 1 | 6 | -1 | -5 | 4 | -4 | 6
COc1ccc(Oc2nc(C)cc(C)c2C#N)cc1 | 9 | -2 | 5 | 3 | -4 | -6 | 4 | -4
CCN(CC)C(=O)c1cn(CCC#N)nc1-c1ccc2c(c1)OCCO2 | -4 | 5 | -2 | -4 | -1 | 7 | 2 | 6
Cn1c(SCc2cc(=O)[nH]c3ccccc23)nnc1-c1ccc(Br)cc1 | 5 | 9 | -11 | 4 | -2 | 8 | 7 | -3
O=C(CCCSc1nc2ccccc2[nH]1)NCc1ccccc1F | -2 | 1 | -5 | 4 | -2 | -2 | 0 | -2
Nc1ccccc1-c1nnn(CC(=O)Nc2ccc3c(c2)OCCO3)n1 | -14 | -4 | -7 | -9 | 2 | -15 | 12 | -2
CCOC(=O)c1sc(NC(=O)COC(=O)Cn2cnc3ccccc32)c(C(=O)OCC)c1C | 45 | 9 | -9 | 8 | 1 | -9 | -1 | 0
c1cncc(-c2cnc3ccccc3c2)c1 | -24 | 1 | -1 | -1 | -1 | 9 | 7 | 6

# Quoted at random: 4 compounds from above, in no set order.
smiles | Gli-Sufu block | EBI2 block | ATG4B inh | UBC13 inh | APJ agonist | CCR6 antagonist | APJ antagonist | CXCR6 block
COc1cccc(C(=O)NN2c3ccccc3CCc3ccccc32)c1 | 5 | 17 | 5 | x | x | -4 | x | -2
c1cncc(-c2cnc3ccccc3c2)c1 | -24 | 1 | -1 | -1 | -1 | 9 | 7 | 6
COc1ccc(Oc2nc(C)cc(C)c2C#N)cc1 | 9 | -2 | 5 | 3 | -4 | -6 | 4 | -4
CCOC(=O)c1sc(NC(=O)COC(=O)Cn2cnc3ccccc32)c(C(=O)OCC)c1C | 45 | 9 | -9 | 8 | 1 | -9 | -1 | 0

# (cont.)
molecule | Gli-Sufu block | EBI2 block | ATG4B inh | UBC13 inh | APJ agonist | CCR6 antagonist | APJ antagonist | CXCR6 block
CCn1cc(C(=O)N2CCN(c3ccccn3)CC2)c2cc(OC)c(OC)cc2c1=O | 9 | -17 | -2 | x | x | -2 | x | -8
COc1cccc(NC(=O)C2CCCCC2)c1 | -19 | -4 | 9 | 0 | -5 | 8 | 1 | 0
Cc1ccc2nc(N3C(=O)C(O)=C(C(=O)c4ccco4)C3c3ccc(O)cc3)sc2c1 (centres undefined) | x | 3 | x | -9 | -3 | x | -11 | 8
COc1cc(CN(C)CC2CCCN(CCc3ccccc3F)C2)cc(Cl)c1OC (centres undefined) | 32 | 4 | 14 | 8 | -5 | 7 | -21 | -1
CCCS(=O)(=O)c1c(S(=O)(=O)CCC)c2c3ccccc3ccn2c1C(=O)OC | 8 | -3 | -1 | -4 | 8 | -25 | -21 | -5
COc1cc(OC)cc(C(=O)Nc2ncn[nH]2)c1 | -1 | -10 | -5 | 2 | -1 | -7 | 8 | -10
CC(Oc1ccccc1)C(=O)NC1CCCCCCC1 (centres undefined) | 5 | -5 | -1 | 3 | -6 | 8 | 5 | 14
CCCC(c1nnnn1Cc1ccc(F)cc1)N1CCN(CC)CC1 (centres undefined) | 5 | -4 | -6 | 2 | -2 | 6 | -8 | 15
CCC(OC(=O)c1ccco1)C(=O)NCc1ccc(C)cc1 (centres undefined) | -1 | 5 | -1 | 1 | -4 | -13 | 4 | -5
O=C(CN1C(=O)c2ccccc2C1=O)NCc1ccc(F)cc1 | -14 | -10 | -3 | 1 | 2 | 3 | -27 | -1
Cc1ccc(Cn2cc(SCC(N)=O)c3ccccc32)cc1 | 2 | -3 | 1 | 8 | -4 | 12 | 15 | 8
COc1ccc(-c2nc(CS(=O)CC(=O)NCc3ccc4c(c3)OCO4)c(C)o2)cc1 (centres undefined) | 5 | 0 | -3 | 10 | 8 | -1 | -13 | 0
Cc1ccc(S(=O)(=O)N2CCN(C(=O)c3cccs3)CC2)cc1C | 4 | -3 | -11 | 5 | -4 | -1 | -4 | -7
CCCCn1c(=O)nc2n(-c3ccc(Cl)cc3)c3ccccc3cc-2c1=O | 21 | 8 | -8 | 14 | 1 | 10 | 11 | 8
COc1cc(OC)c(C(=O)O/N=C(\N)c2ccccc2)cc1OC | 1 | 2 | -8 | -7 | 4 | 4 | -5 | 0
O=C(/C=C/c1ccc2c(c1)OCO2)NCCCN1CCOCC1 | -5 | 1 | -10 | -13 | 2 | -9 | 12 | -9
C=CCn1c(N)c(C(=O)OCC)sc1=S | -3 | -35 | -4 | -9 | -6 | 4 | -4 | 2
